High-throughput results (PubChem)
POLK inh: DNA polymerase kappa (human) inhibition. Q9UBT6. purified Pol kappa, fluorescent DNA synthesis assay, 10 min. Potency, µM (titrated, usually from 107 µM), for the others: at the top dose activity, negative = inhibition, hits mostly inhibitors. hit rate 0.53% among 400,000. AID 588579; also: potency is read from the fitted curve at half-maximal effect; % is scaled to controls: 0 for no effect and ±100 for the full control effect
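Inhibition of 10 nM Pol kappa is measured by a fluorescent read-out at 0 and 10 min following addition of 50 nM substrate (final), with a 15-min room-temperature compound preincubation.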
POLB inh: inhibitors of human DNA polymerase beta; hit rate 1.3% among 340,000; Potency, µM (top dose mostly 114 µM), for inactives: at the highest dose activity change, negative = inhibition, most hits filed as inhibitors; P06746; Pol beta primer extension/strand displacement, fluorescence kinetic; AID 485314; also: potency is read from the fitted curve at half-maximal effect; % is scaled to controls: 0 for no effect and ±100 for the full control effect
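10 nM enzyme + cpd, 15 min RT; start with substrate 50 nM final; read 0 min and after 10 min RT. Corrected, normalized data; 4-parameter Hill curve fit.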
BLM helicase inh: Bloom syndrome helicase (human) inhibition; P54132; recombinant BLM DNA unwinding, fluorescence dequenching; Potency, µM (highest dose often 56.1 µM), without a hit: top-dose activity change, negative = inhibition, actives largely listed as inhibitors; hit rate 0.2% among 350,000; AID 2528;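 also: potency is read from the fitted curve at half-maximal effect; plate controls were vehicle for no effect and no enzyme for full effect; nearly all actives have a fitted effect of over 35% in size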
Anesthetic bind: candidate novel general anesthetic via apoferritin binding. apoferritin/1-aminoanthracene competitive binding, fluorescence. Potency, µM (titrated, usually from 77.5 µM), for inactives: top-dose activity change, negative = displacement, actives largely listed as inhibitors. hit rate 0.074% among 350,000. AID 485281; also: potency is read from the fitted curve at half-maximal effect; % is scaled to controls: 0 for no effect and ±100 for the full control effect; nearly all actives have a fitted effect of over 20% in size
Target sequence (P02791 2-175 limits assumed): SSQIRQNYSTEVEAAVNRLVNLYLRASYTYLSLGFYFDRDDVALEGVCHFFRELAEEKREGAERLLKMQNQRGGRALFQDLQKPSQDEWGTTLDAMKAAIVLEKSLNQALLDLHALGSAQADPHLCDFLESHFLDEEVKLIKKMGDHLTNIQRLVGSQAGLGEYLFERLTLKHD
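Apoferritin-based anesthetic binding model; compound displacement of fluorescent 1-AMA measured as endpoint fluorescence after 10 minutes at room temperature, scaled to free-ligand and complex controls.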
LDHA inh: inhibitors of human lactate dehydrogenase A; purified LDHA, NADH/diaphorase-resazurin fluorescence; hits give low values; activity change, % (values are at about 110 or 230 µM); hit rate 0.15% among 480,000; in the data active = activity change below about -30%; inconclusive = mostly about -25% to -30%;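 also: plate controls were DMSO wells for no effect and wells without enzyme for full effect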
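Resorufin fluorescence (ex540/em590), read at 0 and 20 min after diaphorase/resazurin addition, reports the NADH left after a 5 min room-temperature reaction of 2 nM human LDH5 with 0.06 mM NADH and 0.2 mM pyruvate.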
Pol eta inh: blocks human DNA polymerase eta activity | Q9Y253 | AID 588591 | Potency, µM (doses to about 114 µM), without a hit: at the highest dose activity change, negative = inhibition, hits mostly inhibitors | hit rate 1.2% among 390,000 | recombinant Pol eta, fluorescent DNA replication assay; also: potency is read from the fitted curve at half-maximal effect; % is scaled to controls: 0 for no effect and ±100 for the full control effect
Target sequence (Q9Y253 whole entry, looked up): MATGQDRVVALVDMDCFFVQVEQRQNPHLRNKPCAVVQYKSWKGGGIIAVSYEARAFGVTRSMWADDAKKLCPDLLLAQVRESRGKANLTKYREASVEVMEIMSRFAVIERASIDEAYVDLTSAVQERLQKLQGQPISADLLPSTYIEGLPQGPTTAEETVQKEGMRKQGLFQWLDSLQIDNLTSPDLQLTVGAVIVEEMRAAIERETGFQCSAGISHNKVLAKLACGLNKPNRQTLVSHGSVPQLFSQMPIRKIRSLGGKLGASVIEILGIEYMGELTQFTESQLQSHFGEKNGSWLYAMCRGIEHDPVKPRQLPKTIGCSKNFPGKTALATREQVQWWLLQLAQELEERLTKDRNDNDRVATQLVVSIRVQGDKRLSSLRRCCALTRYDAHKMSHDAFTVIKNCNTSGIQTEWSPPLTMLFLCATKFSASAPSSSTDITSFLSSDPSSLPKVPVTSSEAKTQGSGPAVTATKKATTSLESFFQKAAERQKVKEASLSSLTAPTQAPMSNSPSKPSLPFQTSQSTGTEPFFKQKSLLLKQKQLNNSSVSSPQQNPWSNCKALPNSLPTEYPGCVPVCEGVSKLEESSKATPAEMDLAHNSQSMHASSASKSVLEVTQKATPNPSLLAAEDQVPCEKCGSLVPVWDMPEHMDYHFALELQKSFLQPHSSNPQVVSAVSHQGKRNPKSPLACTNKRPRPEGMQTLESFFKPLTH
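Fluorescent replication assay: 50 nM final substrate added after a 15 min room-temperature compound preincubation with 10 nM enzyme. Signal taken at 0 min and again at 10 min.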
POLI inh: inhibitors of human DNA polymerase iota. Q9UNA4. Pol iota fluorescent replication assay, 10 min. Potency, µM (series often up to 115 µM), inactives show at the highest dose activity, negative = inhibition, actives largely listed as inhibitors. hit rate 1% among 390,000. AID 588590; also: potency is read from the fitted curve at half-maximal effect
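Pol iota at 10 nM preincubated 15 min with compounds at room temperature; reaction started with fluorescent substrate, 50 nM final. Fluorescence read kinetically at 0 and 10 min; buffer-only wells as negative control.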
APE1 inh: APE1 (human) endonuclease inhibition. recombinant APE1, TAMRA/BHQ-2 abasic DNA cleavage fluorescence. Potency, µM (highest dose often 65.8 µM), for the others: top-dose activity change, negative = inhibition, most hits filed as inhibitors. hit rate 0.35% among 350,000. AID 2517;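 also: potency is read from the fitted curve at half-maximal effect; plate controls were vehicle for no effect and reference inhibitor for full effect; nearly all actives have a fitted effect of over 55% in size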
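APE1 at 0.75 nM preincubated 15 min at room temperature with compound. Reaction then started with 50 nM double-stranded THF-abasic substrate labelled with TAMRA/BHQ-2, and 525/598 nm fluorescence read kinetically. Activity taken as third-minus-first read difference, normalized to DMSO and NSC13755 controls.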
GRP78 ERSR act: induces the endoplasmic reticulum stress response in human glioma cells; U87-MG GRP78 promoter luciferase reporter, 16 h; Potency, µM, inactives show at the highest dose activation, most hits filed as activators; hit rate 0.02% among 420,000; also: potency is read from the fitted curve at half-maximal effect; series mostly up to about 76 µM; % of control where 0% means no effect; nearly all actives have a fitted effect of over 35% in size
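Stably transfected U87-MG human glioma cells carrying a GRP78-based luminescent sensor were seeded at 1000 cells/well, pin-dosed with compounds and incubated 16 h. Luciferase reagent was then added, and end-point luminescence was read after 10 min at room temperature.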
Active calls of the source: *; u = inconclusive; x = no result given; & = joins results of further samples; [ ] = another dose, or the depositor's remark. Unless noted, calls follow the shape of the dose curve; as a rule, active = well fitted curve in the direction sought with a large enough effect; inconclusive = small, poorly fitted or top-dose-only effect, or another doubt; inactive = no such curve, though single readings can be large; an effect the other way counts as inactive or inconclusive. The list is partial (hit frequency here may not be typical).

Start of the data: the first eight compounds, to show the layout:
1	Cc1ccc(C2N3CC4([N+](=O)[O-])CN2CC([N+](=O)[O-])(C3)C4(C)C)cc1 (centres undefined)
2	CCOc1ccccc1NC(=O)Nc1nnc(N2CCCC(C)C2)s1 (centres undefined)
3	O=c1cc(O)c(-c2ccccc2)c(Cl)[nH]1
4	COC(=O)CSc1nc(-c2ccccc2)cc(-c2ccco2)c1C#N
5	C[C@]12CCC[C@H](O1)[C@H]([C@@H](O)c1ccccc1)O2
6	COc1cc(Cl)ccc1NC(=S)N(CCN(C)C)C(C)c1ccncc1 (centres undefined)
7	COc1ccc(CC(=O)OCC(=O)c2ccc[nH]2)cc1
8	COc1ccc(NC(=O)N2CCCC3(CCN(C(=O)c4ccco4)CC3)C2)cc1
assay / entry	1	2	3	4	5	6	7	8
GRP78 ERSR act	0%	0%	-4%	-1%	-6%	-4%	2%	-3%
POLI inh	12%	0%	3%	38%[activator]	u	-1%	2%	x
APE1 inh	19%	x	1%	2%	9%	0%	34%	4%
POLB inh	60%	6%	15%	28µM*	x	2%	x	x
Anesthetic bind	-2%	-6%	-9%	-23%	x	-1%	x	x
LDHA inh	-7	0&-7	-2	-7	-5	1	-2	x
POLK inh	2%	-23%	-27%	-29%	-6%	11%	-10%	11%[60.1 µM]
BLM helicase inh	1%	-3%	-9%	-18%	x	1%	x	1%
Pol eta inh	-19%	-14%	-4%	0%	-13%	-14%	u	x

Main list (from the top)
1	Cc1ccc(C2N3CC4([N+](=O)[O-])CN2CC([N+](=O)[O-])(C3)C4(C)C)cc1 (centres undefined)
2	CCOc1ccccc1NC(=O)Nc1nnc(N2CCCC(C)C2)s1 (centres undefined)
3	O=c1cc(O)c(-c2ccccc2)c(Cl)[nH]1
4	COC(=O)CSc1nc(-c2ccccc2)cc(-c2ccco2)c1C#N
5	C[C@]12CCC[C@H](O1)[C@H]([C@@H](O)c1ccccc1)O2
6	COc1cc(Cl)ccc1NC(=S)N(CCN(C)C)C(C)c1ccncc1 (centres undefined)
assay / entry	1	2	3	4	5	6
GRP78 ERSR act	0%	0%	-4%	-1%	-6%	-4%
POLI inh	12%	0%	3%	38%[activator]	u	-1%
APE1 inh	19%	x	1%	2%	9%	0%
POLB inh	60%	6%	15%	28µM*	x	2%
Anesthetic bind	-2%	-6%	-9%	-23%	x	-1%
LDHA inh	-7	0&-7	-2	-7	-5	1
POLK inh	2%	-23%	-27%	-29%	-6%	11%
BLM helicase inh	1%	-3%	-9%	-18%	x	1%
Pol eta inh	-19%	-14%	-4%	0%	-13%	-14%

7	COc1ccc(CC(=O)OCC(=O)c2ccc[nH]2)cc1
8	COc1ccc(NC(=O)N2CCCC3(CCN(C(=O)c4ccco4)CC3)C2)cc1
9	CCOC(=O)N1CCC(Nc2c(NCCCN(CC)c3cccc(C)c3)c(=O)c2=O)CC1
10	C=C[C@@]1(C)CC(=O)[C@]2(O)[C@@]3(C)[C@@H](O)CCC(C)(C)[C@@H]3[C@H](OC(C)=O)[C@H](O)[C@@]2(C)O1
11	CCCCOc1cccc(/C=N/NC(=O)c2csc(C)c2C)c1
12	O=C(O)CCCCCCNC(=O)c1cncc(O)c1
assay / entry	7	8	9	10	11	12
GRP78 ERSR act	2%	-3%	-3%	-2%	5%	-1%
POLI inh	2%	x	u	21%	10%	59%[activator]
APE1 inh	34%	4%	-6%	x	-7%	2%
POLB inh	x	x	2%	x	2%	u
Anesthetic bind	x	x	-14%	x	-18%	-11%
LDHA inh	-2	x	10	-1	-8	-5
POLK inh	-10%	11%[60.1 µM]	-10%	3%	1%	-7%
BLM helicase inh	x	1%	1%	x	-6%	-6%
Pol eta inh	u	x	-14%	-25%	-6%	-10%

13	Cc1cc(C)cc(OCC(=O)N(Cc2ccccc2)C2CCS(=O)(=O)C2)c1 (centres undefined)
14	COc1ccc(C(C)=O)cc1COc1ccc(Cl)cc1Cl
15	CCc1nc(-c2ccc(-c3ccc(OC)cc3)nc2OC)no1
16	CCC(C)NC(=O)c1cc(C)no1 (centres undefined)
17	COc1ccc(Cn2c(=O)[nH]c3cc(C(=O)N4CCN(c5ccc(C(C)=O)cc5)CC4)ccc3c2=O)cc1
18	Cc1cccc(CC2CC(=O)N(c3ccc([N+](=O)[O-])cc3)C2=O)c1 (centres undefined)
assay / entry	13	14	15	16	17	18
GRP78 ERSR act	0%	-2%	4%	-6%	-2%	-2%
POLI inh	169%[activator]	-22%	-16%	12%	143%[activator]	29%
APE1 inh	-2%	-5%	-7%	-4%	4%	10%
POLB inh	24%	3%	-18%	-20%	-17%	-17%
Anesthetic bind	-10%	-6%	-15%	-5%	-9%	-11%
LDHA inh	-7	0	1	-12	-7	1
POLK inh	2%	2%	-6%	-23%	-17%	3%
BLM helicase inh	1%	-2%	-4%	0%	-5%	-2%
Pol eta inh	-17%	-10%	-9%	5%	5%	0%

19	COc1ccc(-c2ccc(SCC(=O)NC3CCCC3)nn2)cc1OC
20	CCc1cc(C(=O)NCC(c2ccco2)N2CCCCC2)sc1C (centres undefined)
21	Cc1ccc(-c2nc3c(C)cccn3c2Nc2ccccc2C)s1
22	Cc1ccccc1-c1nnc(-c2ccc(Cl)cc2)o1
23	CCN(CC)C(=O)C(=O)c1ccn(-c2c(C)csc2C(=O)OC)c1
24	Cc1ccc(NC(=O)C(=O)NCCc2sc(-c3ccc(Cl)cc3)nc2C)cc1C
assay / entry	19	20	21	22	23	24
GRP78 ERSR act	2%	-4%	-3%	5%	-4%	1%
POLI inh	1%	22%	10%	-13%	-2%	-11%
APE1 inh	43%	-3%	x	4%	-3%	x
POLB inh	u	x	-6%	0%	20%	-18%
Anesthetic bind	-18%	x	42%[activator]	-9%	-9%	55%[activator]
LDHA inh	-2	-6	-4	-7	-5	3
POLK inh	1%	-2%	-1%	-2%	6%[60.1 µM]	-9%[60.1 µM]
BLM helicase inh	1%	x	-11%	1%	-11%	-1%
Pol eta inh	-21%	-6%	-22%	9%	6%	-11%

25	CC1CCCN(C2(O)C(=O)Nc3ccc(Cl)cc32)C1 (centres undefined)
26	C=CCn1c(SCC(=O)Nc2ccc(Br)cc2)nc(O)c(CC)c1=O
27	CC(C)CC(NC(N)=O)C(=O)OCC(=O)Nc1ccc(SC(F)F)cc1 (centres undefined)
28	CCCCn1c(N)c(N(CCOC)C(=O)c2cccc(S(=O)(=O)N(C)c3ccc(C)cc3)c2)c(=O)[nH]c1=O
29	Cc1ccc(Cl)cc1Nc1nn2c(=O)c3ccc(C(=O)NC(C)c4ccccc4)cc3nc2s1 (centres undefined)
30	O=C(COCc1cc(-c2cccs2)on1)N1CCN(c2ccccc2)CC1
assay / entry	25	26	27	28	29	30
GRP78 ERSR act	-1%	-3%	-1%	-1%	-3%	-4%
POLI inh	7%	-23%	121%[activator]	35%[activator]	10%	-6%
APE1 inh	-13%	-1%	-5%	-1%	x	x
POLB inh	13%	8%	-2%	x	25%	23%
Anesthetic bind	u	-2%	-3%	x	-12%	-15%
LDHA inh	-2	-5	-4	-3	-2	-19
POLK inh	2%	-11%	-14%	-9%	11%	-2%
BLM helicase inh	-1%	-2%	-3%	x	-6%	-4%
Pol eta inh	-20%	7%	-19%	-30%	-2%	-3%

31	O=C(NCc1ccccc1)c1csc2c1CCCCC2
32	CC1(c2ccccc2)NC(=O)N(CC(=O)N(CC(=O)Nc2ccccc2C(F)(F)F)Cc2ccco2)C1=O (centres undefined)
33	OCC1CCCN(c2ncnc3scc(-c4ccccc4)c23)C1 (centres undefined)
34	O=C(Nc1cc(S(=O)(=O)N2CCOCC2)ccc1N1CCOCC1)c1c(F)cccc1Cl
35	CCOC(=O)N1CCN(C(=O)c2ccc(N3C(=O)c4ccccc4C3=O)cc2)CC1
36	CC(OC(=O)c1ccc(Cl)nc1)C(=O)NC(C)(C)C (centres undefined)
assay / entry	31	32	33	34	35	36
GRP78 ERSR act	3%	-3%	-5%	-6%	-2%	-4%
POLI inh	-2%	34%[activator]	43%[activator]	3%	1%	86%[activator]
APE1 inh	2%	12%	16%	4%	22%	-2%
POLB inh	-3%	x	u	x	8%	30%
Anesthetic bind	u	x	-15%	x	-3%	-7%
LDHA inh	-2	-4	-10	-1	-2	-14
POLK inh	-15%	-9%	-6%	-13%	-7%	-7%
BLM helicase inh	-4%	x	3%	x	0%	-4%
Pol eta inh	8%	-19%	3%	-9%	-8%	-19%

37	CS(=O)(=O)c1ccc(Cl)c(NC(=O)COC(=O)CCN=C2NS(=O)(=O)c3ccccc32)c1
38	C=CCSc1nnc(Cn2c(=O)sc3ccccc32)n1C
39	Cc1cc(C)c([N+](=O)[O-])cc1-c1ccc(/C=N/NC(=O)c2nonc2N)o1
40	Cc1nc2nc(-c3cccnc3)[nH]n2c(=O)c1Cc1ccccc1
41	COc1ccc2c(c1OC)C(=O)OC2Nc1ccccc1S(=O)(=O)C(F)F (centres undefined)
42	O=C(CCC1CCCN(C(=O)CCC(F)(F)F)C1)NCc1ccc(F)c(F)c1 (centres undefined)
43	CCc1nn(CC(=O)NCCCc2ccccc2)c(=O)c2cc3cc(F)ccc3n12
assay / entry	37	38	39	40	41	42	43
GRP78 ERSR act	-3%	-5%	-2%	-3%	-1%	5%	-4%&-3%
POLI inh	18%	-14%	12%	-1%	-4%	80%[activator]	28%&16%
APE1 inh	34%	-4%	-1%	5%	-3%	1%	43%
POLB inh	x	10%	8%	31%	23%	0%	-18%&0%
Anesthetic bind	x	4%	-16%	-6%	u	-8%	-10%&-8%
LDHA inh	-3	1	-3	-6	-8	-1	-4&-13
POLK inh	-5%	10%	1%	-10%	0%	-3%	6%&-11%
BLM helicase inh	x	3%	0%	1%	-2%	-9%	-3%&-9%
Pol eta inh	-7%	-10%	-15%	-8%	-5%	-20%	6%&-8%
